Assay outcomes from PubChem.
Autophagy mod: modulators of autophagy. MEF GFP-LC3 puncta imaging; test concentration mostly 10 µM. calls only at 10 µM (by protocol). 190,000 compounds, 0.98% hits;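 active = percentage of spot-positive cells more than 3 SD above its plate mean, without a fluorescence outlier flag or 80% toxicity; inconclusive = no clear call, values can overlap the other calls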;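 also: spot-positive cell cutoff set from DMSO-treated cells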
Dynein transport: dynein cargo transport inhibition. 3617.4 mouse cells, GR-EGFP nuclear translocation imaging; test concentration mostly 20 µM; stimulated with dexamethasone, 1 µM; stronger effect = lower value. z-score, hits read low. 220,000 compounds, 0.47% hits. AID 1381;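 active = plate z-score of nuclear minus cytoplasmic receptor signal below a set negative limit, without overly bright fluorescence or cell loss, cut at about -3.5 in these data, passing the limit was not always enough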;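 also: z-score of nuclear minus cytoplasmic ring GR-EGFP intensity difference per well; some compounds called inactive have numbers as strong as hits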
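Buffer or medium: tet-free medium with charcoal-stripped serum / Also added: dexamethasone agonist, 1.0 µM final, for 30 min / Timing: induction 48 h, compound 1 h, agonist 30 min / Measured by: high-content fluorescence imaging after fixation / Read-out: nuclear-to-cytoplasmic GR-EGFP distribution per well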
WT yeast gro inh: growth inhibition of WT yeast, mitochondrial fusion screen | mitochondrial fusion phenotypic screen, WT strain | inhibition, % at 10 µM | 190,000 compounds, 2.1% hits; in the data active = inhibition above about 58%; tested in S. cerevisiae
MT stabilize HCS: microtubule stabilizers in HeLa cells; HeLa tubulin immunostaining HCS, 24 h; share of cells brighter than vehicle mean+2SD; 200,000 compounds, 0.83% hits; % tubulin-high responders, % at 10 µM;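 active = plate Z-score above 3 for both tubulin-high and condensed-nucleus cell shares, with cell loss under 80%, at 10 µM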;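 also: anti alpha tubulin signal scored within the nucleus-defined area of each cell; some results filed as inactive read as strong as hits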
AID2073: disruptors of CaV2.2 binding to Mint1 – biochemical, HTRF (AID 2073); 290,000 compounds, 0.19% hits; inhibition, % at 20 µM; hits with a dose series show IC50 in µM; HTRF protein-protein interaction, Mint1-CaV2.2; higher % means a stronger effect; in the data active = inhibition mostly above about 51%, no sharp cut-off; inconclusive = no clear call, values can overlap the other calls; inactive = mostly below about 53%; also: some results filed as inactive read as strong as hits
Insulin prom up: MIN6 insulin promoter up-regulation. MIN6 insulin promoter-GFP reporter, high-content imaging; stronger effect = higher value. z-score at 5 µM. 190,000 compounds, 0.3% hits;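 active = z-score above 3 at 5 µM with at least 500 cells counted in the well; inconclusive = wells under 500 cells, flagged as cytotoxic or low count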
HIV fusion peptide: cell-free HIV fusion peptide-binding blockers – biochemical, uHTS, fluorescence dequenching, primary screen (AID 1986) | cell-free peptide binding, fluorescence dequenching, 30 min; higher % means a stronger effect | inhibition, % at 20 µM; hits with a dose series show IC50 in µM | 290,000 compounds, 0.3% hits; in the data active = inhibition mostly above about 52%, no sharp cut-off; inactive = mostly below about 76%; also: some results filed as inactive read as strong as hits
Yfh1-off respiration: enhancers of respiration in Yfh1-depleted yeast, dose response, Friedreich's ataxia, plus single-dose screen (AID 1465). S. cerevisiae Yfh1-off respiration, WST-1 reduction, 72 h; higher fold induction means a stronger effect. fold induction at 50 µM; hits with a dose series show EC50 in µM. 220,000 compounds, 0.074% hits;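 active = fold induction of absorbance versus untreated yeast above a set limit, then at least 30% activation at any dose in follow-up; inconclusive = repeats straddling the limit, or above it without dose testing; inactive = fold induction below the set limit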;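 also: activators that raise dye reduction in frataxin-depleted yeast; strong numbers were not always called active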
bCat nuc transl: modulators of beta-catenin nuclear translocation. AID 1665. 190,000 compounds, 0.3% hits. nuclear translocation activity, % at 5 µM. HeLa beta-catenin nuclear translocation, immunofluorescence imaging;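 active = nuclear translocation activity above 50% at 5 µM, with a well cell count of 50 or more; inconclusive = wells under 50 cells across six images, flagged as toxic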;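 also: per-cell ratio of nuclear to cytoplasmic median beta-catenin stain intensity; plate controls were DMSO negative control for no effect and GSK-3 inhibitor IX positive control for full effect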
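test system = HeLa cells, endogenous beta-catenin | dosing = single 5 µM dose plus 0.02–20 µM confirmation series | times = compound treatment 24 h, 37°C, 5% CO2 | technique = beta-catenin immunofluorescence imaging with DAPI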
WT yeast gro inh mutant strain: second read-out of WT yeast gro inh, no call of its own (marks repeat the call); inhibition, %; mitochondrial fusion phenotypic screen, mutant strain inhibition
Dynein transport cytoplasmic EGFP: also measured in Dynein transport; calls as there; z-score; measured here: cytoplasmic GR-EGFP intensity; stronger effect = higher value
Dynein transport nuclear GR-EGFP: second read-out of Dynein transport, no call of its own (marks repeat the call); z-score; measured here: nuclear GR-EGFP intensity;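 lower value marks the stronger effect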
Dynein transport cell count: second read-out of Dynein transport, no call of its own (marks repeat the call); z-score; measured here: cell count per field
Insulin prom up cell count: also measured in Insulin prom up; calls as there; cell count; measured here: cytotoxicity, nuclei count;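 total cells summed across four imaged fields per well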
bCat nuc transl cell count 5 µM: recorded beside bCat nuc transl, whose call it bears; cell count; measured here: cell count, cytotoxicity flag
MT stabilize HCS Hoechst-high %: further read-out of MT stabilize HCS, marked with its call; % Hoechst-high responders; measured here: nuclear condensation Hoechst responders;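 share of cells brighter than vehicle mean plus two SD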
MT stabilize HCS cytotoxicity %: second read-out of MT stabilize HCS, no call of its own (marks repeat the call); toxicity, %; measured here: cytotoxicity by cell density;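 0% = mean cell density of plate MIN control wells and 100% = no cells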
Autophagy mod cell loss 18 h: second read-out of Autophagy mod, no call of its own (marks repeat the call); toxicity, %; measured here: cell loss, nuclei count;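 cell loss after 18 h compound exposure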
Active calls of the source: *; i = inactive; ? = inconclusive; . = no result given.

Sequence of screens – Autophagy mod	Autophagy mod cell loss 18 h	Dynein transport	Dynein transport cytoplasmic EGFP	Dynein transport nuclear GR-EGFP	Dynein transport cell count	WT yeast gro inh	WT yeast gro inh mutant strain	MT stabilize HCS	MT stabilize HCS Hoechst-high %	MT stabilize HCS cytotoxicity %	AID2073	Insulin prom up	Insulin prom up cell count	HIV fusion peptide	Yfh1-off respiration	bCat nuc transl	bCat nuc transl cell count 5 µM
CCCN1CCC2(CC1)C(C#N)=C(N)Oc1c2sc2nc(C)cc(C)c12
→ i	18	-0.5	-0.13	-0.37	-0.073	-5	-2	2.9	1.7	0.1	-12%	0.12	1174	-1.0%	i	8.6	1239
O=C(C1CCN(S(=O)(=O)c2cccc3cccnc23)CC1)N1CCN(c2ccccc2)CC1
→ i	17	0.0011	-0.15	0.12	-0.3	0	-7	2.4	1.4	5.1	1%	-1.4	1633	-1.6%	i	2.5	1052
COC(=O)C1=C(C(=O)OC)C(c2ccc(OC)c(OC)c2)c2sc(=O)[nH]c2S1 (stereo not drawn)
→ i	-9	-0.7	-0.22	-0.43	-0.38	0	-8	3.7	2.7	7.3	12%	-0.15	1128	13%	i	-0.3	1104
CCOC(=O)N1CCC(=NNC(N)=O)CC1
→ i	1	-0.013	-0.33	-0.091	0.85	-15	24	2.3	2.5	8.3	-4%	0.05	1591	-0.8%	i	2.4	939
Oc1ccc(-c2nncn2-c2ccccc2)cc1
→ i	4	-0.76	-0.29	-0.28	0.76	-8	16	3.1	2.0	4.1	49%	0.31	1301	0.1%	i	0.5	1496
Nc1nnc(SCC(=O)OCC(=O)Nc2ccc(Br)cc2F)s1
→ i	5	-1.4	-0.23	-0.6	0.8	-18	-4	3.0	1.7	7.6	9%	0.12	1240	0.9%	i	-1.4	1138
Cc1ccc(C(=O)NCCCn2ccnc2)o1
→ i	3	3.9	-0.1	1.7	-1.4	0	-6	1.9	1.3	7.0	1%	0.06	1097	1.4%	i	1.1	1157
COc1cc(C)c(S(=O)(=O)Nc2ccc(CC(=O)O)cc2)cc1C
→ i	0	-0.7	-0.18	0.14	2.1	-18	-4	2.3	1.5	4.2	10%	.	.	3.8%	i	-1.6	1134
Cn1cccc1C(=O)OCC(=O)NC(=O)NC1CCCCC1
→ i	-6	0.51	-0.33	0.74	-1.4	-8	12	4.5	3.4	8.5	12%	-0.02	1303	-1.1%	i	1.7	1140
CC1CCCN(c2ccc(C(=O)NCc3cccs3)cn2)C1 (stereo not drawn)
→ i	-5	0.95	-0.12	0.53	0.61	2	-11	3.3	2.3	6.1	0%	.	.	-3.1%	i	10	435
COc1ccc(C(=O)C2CCN(C(=S)NCC3CCCO3)CC2)cc1 (stereo not drawn)
→ i	19	-0.66	-0.27	-0.27	0.53	-5	-4	2.3	1.4	6.5	-14%	-1	1263	-0.6%	i	0.1	1067
CC1CCCCN1CCn1cnc2c([nH]c3ccccc32)c1=O (stereo not drawn)
→ i	7	-0.6	-0.12	-0.2	0.14	9	-2	3.8	2.0	12	?	.	.	-1.6%	i	-2.5	1157
Cc1ccc(N2CC(C(=O)Nc3ccc(N(C)C)cc3)CC2=O)cc1C (stereo not drawn)
→ i	4	-0.59	-0.28	-0.23	0.47	11	-2	4.1	1.8	4.4	.	.	.	.	i	.	.
COC(=O)CCCCCNC(=S)Nc1ccc2[nH]c(=O)[nH]c2c1
→ .	.	-0.16	-0.2	0.7	-0.11	.	.	.	.	.	-8%	0.27	1076	0.0%	i	0.0	1276
COc1ccc(C(=O)Cn2nnc(-c3ccc(N4CCOCC4)cc3)n2)cc1OC
→ i	-1	0.26	-0.24	0.29	-0.0098	7	8	2.3	3.0	11	9%	-1.3	1191	0.2%	i	-8.4	1084
O=C(NNC(=O)c1ccncc1)Nc1cccc([N+](=O)[O-])c1
→ i	12	-0.31	-0.26	-0.16	0.36	0	3	3.3	1.8	0.9	11%	0.13	1417	-0.3%	i	-0.5	1468
CCOc1ccccc1Nc1nnc(SCC(=O)Nc2nc(-c3ccc(OC)cc3)cs2)s1
→ i	20	-0.43	-0.16	-0.42	0.45	-35	2	2.0	1.5	8.6	9%	.	.	-0.3%	i	0.5	1560
Cc1[nH]ccc(=O)c1OCc1ccccc1
→ i	11	-1	-0.13	-0.76	0.86	13	15	1.3	1.0	4.8	32%	0.09	1604	-1.1%	i	1.6	1053
O=c1cc(-c2ccccc2)nc2n1Cc1ccccc1-2
→ i	5	0.25	0.1	0.48	-0.2	7	13	2.3	1.8	11	1%	0.66	920	-1.0%	i	.	.
CC1=C(C(=O)OCC(C)C)C(c2cc3c(cc2Br)OCO3)NC(=O)N1C (stereo not drawn)
→ i	-1	-0.092	-0.29	0.3	0.75	22	4	2.3	1.4	20	0%	-0.33	1274	-1.3%	i	-0.7	1121
CCOC(=O)c1[nH]c(C)c(/C(O)=C2\C(=O)C(=O)N(CCCn3ccnc3)C2c2ccncc2)c1C (stereo not drawn)
→ i	3	-0.024	-0.21	0.27	0.15	-22	7	3.6	1.8	11	4%	0.39	1427	0.9%	i	2.0	1457
O=C(NC(=O)c1cccc(F)c1)OC[C@@H]1CCCN2CCCC[C@H]12
→ .	.	0.19	-0.26	0.23	-0.021	7	-1	4.4	0.9	4.1	5%	-0.27	1464	1.9%	i	-1.3	1111
Cc1cc(O)cc(O)c1C(=O)Cc1cscn1
→ i	7	-0.062	-0.2	0.41	0.7	-4	-1	5.0	1.8	12	3%	0.61	1277	0.1%	i	1.3	717
Cc1nn(C)c(-c2n[nH]c(=S)n2Cc2ccco2)c1Cl
→ i	-2	0.23	-0.25	0.27	0.32	-6	-5	1.7	1.6	5.9	-9%	-0.33	1501	9.0%	i	2.2	1114
CN(C)C=Nc1nc2ccccc2nc1N1CCCC1
→ i	-18	-0.36	-0.19	0.21	-0.32	-1	3	3.4	2.3	12	-10%	0.06	1789	3.1%	i	1.1	996
CCOC(=O)C1CCN(C(=O)c2ccc(Br)o2)CC1
→ i	-2	-0.86	-0.27	-0.24	0.54	-5	12	1.5	1.9	5.1	-3%	2.9	1369	-0.3%	i	.	.
C/C(=N\S(=O)(=O)c1ccc(C)cc1)NC(=S)Nc1ccccc1
→ i	0	-0.0085	-0.0074	0.74	-0.88	2	13	4.6	2.8	7.9	42%	-0.91	1139	-1.2%	i	-0.3	1044
O=c1cc2c(nn1Cc1cccc(Cl)c1)-c1ccccc1CC2
→ i	21	0.28	-0.22	0.02	-0.058	81*	57*	1.5	2.0	13	3%	0.39	1020	-0.6%	i	-1.9	1077
CCCCN(C)CCCNC(=O)C1CC(=O)N(Cc2ccc(OC)cc2)C1 (stereo not drawn)
→ i	5	-1	0.62	-0.49	0.88	4	14	0.5	0.9	6.7	-5%	-0.55	1298	-2.1%	i	0.8	1189
Cn1c(SCC2CCCCC2)nnc1-c1ccncc1
→ i	-5	-0.097	-0.28	0.21	2.6	9	10	3.3	1.6	0.1	2%	0.37	1219	1.5%	i	-1.6	1248
CCOC(=O)CCC(NC(=O)c1ccc(NCN2C(=O)c3ccccc3C2=O)cc1)C(=O)OCC (stereo not drawn)
→ i	0	-0.33	-0.023	-0.095	0.56	-22	-11	1.3	0.8	5.1	-5%	-0.04	974	1.4%	i	-0.8	1141
Cc1cc(C(=O)CNCc2ccco2)c(C)n1-c1ccc(F)cc1
→ i	0	-0.99	-0.18	-0.5	0.84	8	20	1.2	2.1	5.4	6%	-1.7	1077	-1.3%	i	-6.2	925
COc1cccc(N=C(N)N)c1
→ i	-3	2.7	-0.11	2.1	-2	14	-11	3.1	1.5	0.5	-6%	-0.15	1154	1.0%	i	-1.2	1152
CCN(CC)CCn1c(-c2ccccc2)nc(=S)c2c1CC(C)(C)OC2
→ i	-2	-0.037	-0.2	0.6	0.43	32	-6	1.7	1.5	5.1	4%	-0.78	938	0.3%	i	1.8	1223
C=CCNC(=S)NNC(=O)c1cc(O)ccc1O
→ i	-18	1.2	-0.12	1.7	-1.2	7	1	2.5	1.3	0.0	1%	-0.67	1607	-1.1%	i	-1.9	1074
CCNC(=S)/N=C(/Nc1ccc(OC)cc1)Nc1nc(C)cc(C)n1
→ .	.	-0.0054	-0.13	-0.013	0.21	.	.	.	.	.	49%	0.64	1383	3.8%	i	-4.9	1190
CCOC(=O)c1ccc(NC(=S)N2CCC(O)CC2)cc1
→ i	-1	0.7	-0.28	0.036	-0.63	-17	-8	2.7	2.1	9.7	-26%	0.03	1166	-1.9%	i	-1.8	526
CN1C(=O)c2ccc(C(=O)NCc3ccccc3)cc2C1=O
→ i	-2	0.83	-0.18	0.091	-1.1	-22	-28	4.1	1.8	7.1	3%	0.24	1800	-0.5%	i	-1.7	1169
COc1cc(/C=C2\SC(=S)N(NS(=O)(=O)c3ccccc3)C2=O)cc(OC)c1OC
→ .	.	0.33	-0.21	0.16	0.021	.	.	.	.	.	-10%	0.3	996	5.6%	i	-0.1	1366
